Mcl1-Noxa inh: disrupts binding of human Mcl-1 to Noxa peptide; Q07820; TR-FRET Mcl-1/Noxa peptide binding, 2 h; inhibition, % at 21.7 µM; 220,000 compounds, 1.5% hits;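 active = compounds that cut the protein-peptide binding signal by more than 50% relative to plate controls in a single-dose test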;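 also: His-tagged Mcl-1 with rhodamine Noxa BH3 peptide and terbium anti-His antibody; 0% = Mcl-1 plus Noxa peptide wells and 100% = peptide-only wells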
Target sequence (Q07820 whole entry, looked up): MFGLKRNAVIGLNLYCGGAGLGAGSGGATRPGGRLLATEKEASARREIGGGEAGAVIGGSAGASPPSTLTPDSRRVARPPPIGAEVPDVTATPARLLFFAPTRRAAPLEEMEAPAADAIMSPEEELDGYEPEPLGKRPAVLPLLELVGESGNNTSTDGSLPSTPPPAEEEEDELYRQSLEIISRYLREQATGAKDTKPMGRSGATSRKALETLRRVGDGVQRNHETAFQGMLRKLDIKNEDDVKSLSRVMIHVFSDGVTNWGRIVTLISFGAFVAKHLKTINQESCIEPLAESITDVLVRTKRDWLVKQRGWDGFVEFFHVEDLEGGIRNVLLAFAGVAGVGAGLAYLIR
Bim-Mcl-1: inhibitors of Bim-Mcl-1 interaction, human; Q07820; Bead-based flow cytometry, Bim peptide-Mcl-1 binding; inhibition, % at 10 µM; 190,000 compounds, 0.1% hits; AID 1009; in the data active = inhibition above about 40%;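 also: 0% = no compound tracer wells and 100% = peptide blocker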
ABCB1 inh: human ABCB1 inhibition, ABCG2 as counter-screen. inhibition, % at 6.6 µM. 190,000 compounds, 0.067% hits. AID 1326. P08183. CCRF-Adr cells, JC-1 efflux, flow cytometry; in the data active = inhibition above about 40%;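 also: 0% = vehicle and 100% = reference inhibitor; higher value means more JC-1 retained so stronger ABCB1 efflux block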
RGS8-Gao: regulators of human RGS8-Galphao interaction; P09471; multiplexed bead flow cytometry, RGS8-Galphao binding; actives lie on both sides; response (percent of control binding), % at 10 µM; 220,000 compounds, 0.34% hits; in the data active = response below about 60% or above about 140%; inactive = in between;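 also: Galphao activated as the GDP aluminium fluoride complex binding bead-coupled RGS8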
Target sequence (P09471 whole entry, looked up): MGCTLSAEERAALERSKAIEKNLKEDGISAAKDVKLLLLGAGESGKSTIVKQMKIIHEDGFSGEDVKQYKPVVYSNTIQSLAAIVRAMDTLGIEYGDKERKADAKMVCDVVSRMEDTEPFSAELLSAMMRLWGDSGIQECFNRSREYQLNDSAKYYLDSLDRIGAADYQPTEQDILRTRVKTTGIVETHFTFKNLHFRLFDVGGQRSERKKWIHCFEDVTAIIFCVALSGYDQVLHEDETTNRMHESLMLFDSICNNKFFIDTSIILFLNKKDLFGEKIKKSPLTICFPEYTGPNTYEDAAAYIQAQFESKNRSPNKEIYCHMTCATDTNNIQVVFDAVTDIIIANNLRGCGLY
Mcl1 Bid PPI: disrupts binding of human Mcl-1 to Bid peptide | Q07820 | TR-FRET Mcl-1/Bid-Dy647 peptide binding, 1536-well | inhibition, % at 21.7 µM | 220,000 compounds, 0.97% hits | AID 1021;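 active = compounds that cut the binding signal by more than half at the single screening dose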;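 also: His-tagged Mcl-1 with europium anti-His antibody binding Bid BH3 peptide; 0% = Mcl-1 plus peptide wells and 100% = peptide-only wells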
Avidin bead fluor: avidin bead compound fluorescence profile; Avidin beads, compound fluorescence 488/530 nm, flow cytometry; active compounds read high; fluorescence (KMESF) at 10 µM; 220,000 compounds, 0.38% hits; AID 1775; in the data active = fluorescence above about 47; also: inactives centre near 10
RGS4-Gao reg: human RGS4-Galphao interaction regulation. P09471. Multiplexed bead flow cytometry, RGS4-Galphao binding; actives lie on both sides. binding response (% of control), % at 10 µM. 220,000 compounds, 0.33% hits. AID 1415; in the data active = binding response below about 49% or above about 150%; inactive = in between;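 also: fluorescent Galphao activated with aluminum fluoride binding bead-coupled RGS4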
ABCG2 inh: human ABCG2 inhibition, ABCB1 as counter-screen | 190,000 compounds, 0.1% hits | IgMXP3 cells, JC-1 efflux, flow cytometry | inhibition, % at 6.6 µM | AID 1325 | Q9UNQ0;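 active = inhibition above 80%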;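 also: 0% = DMSO and 100% = nicardipine control wells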
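Test system: IgMXP3 (ABCG2) plus far-red-tagged CCRF-Adr (ABCB1) cells. Reagent: JC-1 dye as substrate. Timing: 10 min exposure at 25 °C with rotation, no wash. Measured by: flow cytometric JC-1 green MFI at 530 nm. Read-out: percent efflux inhibition, scaled nicardipine 100% to DMSO 0%. Control set: nicardipine and DMSO wells.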
Pf gametocyte: inhibitors of late stage P. falciparum gametocyte viability. inhibition, % at 10.9 µM. 150,000 compounds, 0.065% hits. AID 743093. P. falciparum stage V gametocytes, ATP luminescence, 24 h;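 active = inhibition above the mean plus 3 SD of compounds within the control limits, set per campaign, cut at about 38% in these data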;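 also: 0% = DMSO wells and 100% = medium only without gametocytes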
GSH bead fluor: compound fluoresces at 488/530 nm on GSH beads | GSH beads flow cytometry, compound fluorescence 488/530 nm; active compounds read high | AID 1776 | fluorescence (KMESF) at 10 µM | 190,000 compounds, 0.25% hits; in the data active = fluorescence above about 89;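 also: glutathione beads carrying GST-tagged Bcl family fusion proteins plus one bare bead set; values are compound well signal with DMSO vehicle wells as background; inactives centre near 16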
RGS7-Gao reg: modulates binding of RGS7 to human Galphao. P09471. Multiplexed bead flow cytometry; actives lie on both sides. binding response (% of control), % at 10 µM. 220,000 compounds, 0.35% hits. AID 1439; in the data active = binding response below about 49% or above about 150%; inconclusive = no clear call, values can overlap the other calls; inactive = in between;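 also: fluorescent Galphao held in activated GDP-AlF4 state binding bead-coupled RGS7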
* marks the source's active call; other numbers are inactive results; ? = inconclusive; nt = not tested or not shown. Rows are unselected; any-hit rate near 3.3%.

SMILES	Mcl1-Noxa inh	Bim-Mcl-1	ABCB1 inh	RGS8-Gao	Mcl1 Bid PPI	Avidin bead fluor	RGS4-Gao reg	ABCG2 inh	Pf gametocyte	GSH bead fluor	RGS7-Gao reg
CC(=O)c1ccc(N2CCN(c3ccc(S(=O)(=O)N4CCN(C)CC4)cn3)CC2)cc1	-33	-1	2.6	98	-16	10	85	24	nt	35	102
O=C(NCCCN1CCC(Cc2ccccc2)CC1)C1CCN(S(=O)(=O)N2CCOCC2)CC1	-5	-3	0.9	100	-14	8	106	5	nt	14	102
Cc1ccc(-n2nnnc2SCc2nnc(-c3ccccc3Br)o2)c(C)c1	6	0	1.0	102	-4	4	93	3	17	15	93
COc1ccccc1N(CCC#N)C(=O)CSc1nc(-c2ccccc2)cn1N	-5	-4	1.2	97	-52	11	96	8	18	38	94
CCCCn1ccnc1C(=O)c1ccc(S(=O)(=O)N2CCCC2)cc1	1	nt	nt	100	-13	7	94	nt	-13	nt	?
O=C(NC(=S)N1CCCCCC1)c1ccc(Cl)cc1Cl	-4	-5	-1.0	97	-2	7	98	-4	-33	21	96
O=C(Sc1nnc(-c2ccccc2)o1)N1c2ccccc2Sc2ccccc21	-12	-2	-0.4	106	-19	11	109	-1	nt	70	107
O=C(CSc1nnc(Cc2ccccc2)n1-c1ccccc1)N1CCOCC1	5	-2	0.9	91	-29	12	81	2	-28	7	86
COc1ccc2cc(C(=O)N3CCOCC3)sc(=O)c2c1OC	-6	-8	0.7	98	-8	8	97	11	-9	27	98
Cc1cccc(N2CC(C(=O)Nc3nnc(SCC(=O)Nc4nccs4)s3)CC2=O)c1 (stereo unspecified)	32	-2	0.2	104	-2	15	100	-3	nt	10	101
CC(C)NC(=O)c1ccc(-c2ccc(Cl)c(C(F)(F)F)c2)o1	-14	1	0.8	97	4	4	97	7	12	44	93
Nc1ccc(-c2nc3c(Cl)c(N)ccc3[nH]2)cc1	nt	7	-1.0	98	nt	8	97	0	nt	29	101
Cc1ccc(NCc2nnc(SCC(=O)N(Cc3ccccc3)C(C)(C)C)o2)c(C)c1	15	-5	0.6	94	5	7	99	2	nt	18	92
COc1cc(/C=N/NC(=O)c2nc(C)cc(C)n2)ccc1O	16	3	0.3	101	-95	11	99	6	nt	40	100
c1cnn(Cc2cnc(N3CCOCC3)s2)c1	-5	4	-0.3	105	-41	9	112	0	7	21	112
S=C(Nc1ccc2c(c1)OCO2)N1CCN(Cc2ccco2)CC1	1	0	-0.2	100	-57	6	97	1	12	12	98
Cc1cc(C)c(S(C)(=O)=O)c(Oc2ccc(C(C)(C)C)cc2)n1	10	0	0.4	106	1	8	102	3	nt	13	100
Cc1ccc(N=Nc2c(O)[nH]c3ccc(F)cc23)cc1	7	nt	nt	103	12	7	96	nt	-11	nt	?
COC(=O)C(C(=O)OC)C(C)C(C(=O)OC)C(=O)OC	0	0	0.2	101	-25	13	101	0	nt	47	100
CCOCC(=O)Nc1nc2ccc(S(C)(=O)=O)cc2s1	7	-4	0.8	97	3	16	99	5	-16	13	100
COC(=O)c1onc(-c2c(OC)cc(OC)cc2OC)c1C(=O)OC	16	-4	0.4	85	-10	7	99	0	6	12	95
COc1ccc(N2CCN(C(=O)CCc3ccc(S(=O)(=O)NC(C)C)cc3)CC2)cc1	12	-1	0.8	100	-21	17	99	10	-7	10	97
Cc1ccc2[nH]c(=O)c(CNC(C)(C)C)cc2c1	-6	-2	-1.6	104	19	6	111	-1	nt	37	107
COc1cc(S(=O)(=O)NC2CCCC2)ccc1F	12	0	0.4	103	-15	7	100	2	-17	13	100
COC(=O)c1c(NC(=O)C2CCCO2)sc2c1CCC2 (stereo unspecified)	-18	-1	0.8	100	-13	36	101	7	nt	16	101
O=C(Nc1ccc(N2CCOCC2)cc1)C1CCN(S(=O)(=O)c2ccc3c(c2)OCCO3)CC1	1	-1	0.5	100	-36	20	96	1	21	9	92
COc1ccc(CN2CCN(Cc3ccc(C)cc3)C(CCO)C2)cc1OC (stereo unspecified)	-2	-1	1.9	102	-25	7	102	3	-16	17	102
CC(C)Cn1c(N2CCN(C(=O)/C=C/c3ccccc3)CC2)nc2ccccc21	5	0	1.8	98	6	11	100	5	19	14	101
N#CCc1nn(-c2ccc(F)cc2)c(N)c1C#N	15	5	-0.1	101	-40	10	99	1	20	17	101
C[n+]1cn(CC(O)COCc2ccccc2)c2ccccc21 (stereo unspecified)	0	0	0.6	100	-15	34	99	1	nt	15	100
COc1ccc(N=C2CCCN2CC(N)=O)cc1	-19	5	0.1	99	-11	5	103	1	-17	22	104
Cc1nn(CC(=O)NCCc2ccc(Cl)cc2Cl)c(C)c1[N+](=O)[O-]	21	2	1.0	100	-10	7	100	24	10	12	100
O=C(O)COc1c(Cl)cc(/C=C2/NC(=O)NC2=O)cc1Br	7	0	0.6	98	-14	14	101	1	0	11	95
Cc1nn(C)c(C(=O)NNC(=S)Nc2ccc(Cl)cc2)c1[N+](=O)[O-]	-52	-1	0.1	95	-154	30	97	1	nt	8	102
O=C(N/N=C/c1c(Cl)cccc1Cl)c1ccc(F)cc1	13	-5	0.6	101	2	14	103	36	nt	35	101
COc1ccc(C(=O)CSc2nnc(CNc3ccc(C)cc3C)n2Cc2ccco2)cc1	16	-4	1.6	98	-83	4	97	9	nt	45	100
CCCCC(=O)Nc1ccc(C(=O)Nc2ccc(S(=O)(=O)Nc3ccc(C)cc3)cc2)cc1	13	-1	-0.3	82	-8	1	97	-2	nt	6	97
CC1C(=O)C(C)C(c2ccc3c(c2)OCO3)NC1c1ccc2c(c1)OCO2 (stereo unspecified)	3	0	0.3	100	-13	33	98	0	23	22	98
Fc1cccc2sc(Nc3nc4c(F)cccc4s3)nc12	-75	-4	-0.5	101	-76	2	103	0	nt	6	98
C=CCN(CC(=O)O)S(=O)(=O)c1ccccc1C(F)(F)F	11	-3	1.5	97	-18	9	94	7	nt	15	?
N#C/C(=N\Nc1ccccc1F)C(=N)N1CCCCC1	14	-4	0.0	104	-27	8	102	3	nt	16	99
C/C=C/c1ccc(OCCSc2nc(C)cc(=O)[nH]2)c(OC)c1	6	3	0.8	98	-40	9	102	4	nt	11	103
O=C1N(CC(=O)N2CCc3ccccc32)CCN1Cc1ccccc1Cl	-4	-3	0.9	102	-2	5	98	2	11	47	96
S=c1[nH]nc(COc2cccc3ccccc23)n1Cc1ccccc1	-1	nt	nt	97	-34	5	98	nt	-20	nt	?
C(=C\c1nc(-c2cccnc2)no1)/c1ccccc1	19	0	-2.4	100	7	8	103	33	1	15	102
CCOC(=O)/C=C1\SCC(=O)N1CC(=O)NC1CCCCC1	19	1	0.0	107	0	6	109	0	-1	45	106
O=C(NCc1cccs1)C1CC1	-15	2	0.6	102	-26	11	101	6	nt	10	106
COc1ccc(NC(=O)CSc2ccc3ccccc3c2)cc1S(=O)(=O)N1CCCCC1	1	-2	0.0	103	-45	13	100	0	nt	5	97
CCCc1c(C)c(C#N)c2nc3ccccc3n2c1NCCCN1CCOCC1	9	3	2.1	104	-16	9	96	2	0	31	101
CCOC(=O)C1CCCN(CC(=O)Nc2c(C(=O)OC)[nH]c3ccc(C)cc23)C1 (stereo unspecified)	-8	0	1.2	103	-15	11	100	6	nt	14	98
O=C(O)c1ccc2c(c1)CCC2	0	0	-0.3	104	-7	10	103	-5	5	18	?
COC(=O)c1cccc(NC(=O)CCCOc2cccc(C)c2)c1	5	-2	0.2	100	6	18	77	1	-7	11	82
CCOC(=O)N1CCN(C(=O)CN(c2ccc(OC)c(OC)c2)S(C)(=O)=O)CC1	15	-1	0.7	110	-22	11	104	4	5	51	111
O=C(CCCSc1nc2ccccc2[nH]1)NCc1ccco1	-3	4	0.8	98	-13	15	106	5	nt	19	103
CN(Cc1ccccc1)S(=O)(=O)c1ccc(Cl)c(C(=O)O)c1	21	1	-0.3	99	-19	9	96	2	-32	8	97
c1ccc2c(NCCCN3CCOCC3)c3ccccc3nc2c1	6	-2	-0.3	101	-21	11	108	0	-1	23	100
O=C(COC(=O)Cn1cnc2ccccc21)Nc1ccc2c(c1)OCCO2	15	-1	0.2	103	-11	9	100	-1	17	13	99
COCCN1C(=O)N[C@@H](c2ccccc2)C(C(=O)OC)=C1C	16	0	-0.3	103	-2	10	99	-4	4	17	101
COC(=O)[C@@H]1[C@@H](C)N(Cc2ccccc2)C(=O)N[C@H]1c1cccc(C(F)(F)F)c1	-6	nt	nt	102	-34	9	103	nt	7	nt	?
O=C(/C=C/c1cccc(Cl)c1)NCCc1ccccc1	-3	-6	0.3	103	-6	4	102	10	-20	10	101
Other records:
SMILES	Mcl1-Noxa inh	Bim-Mcl-1	ABCB1 inh	RGS8-Gao	Mcl1 Bid PPI	Avidin bead fluor	RGS4-Gao reg	ABCG2 inh	Pf gametocyte	GSH bead fluor	RGS7-Gao reg
CCOC(=O)c1ccc(NC(=O)N2CCN(Cc3ccccc3)CC2)cc1	32	-4	-0.2	100	-9	9	100	5	-8	14	97
O=C(OCn1nnc2ccccc2c1=O)C1=COCCO1	-2	-1	0.0	99	-42	6	101	0	-11	13	98
CC(C)NS(=O)(=O)c1ccc(OCC(=O)N2CCc3ccccc3C2)cc1	-15	-1	0.2	104	-23	10	100	3	5	26	100
Cc1ccc(/C=N/NC(=O)CNC(=O)COc2ccc(Cl)cc2)o1	-5	-1	0.2	99	-21	6	95	6	-18	18	94
COc1cccc(CNCc2cccc(Br)c2)c1OC	22	-1	-0.1	102	10	10	98	-2	-15	14	?
CS(=O)(=O)N(Cc1ccccc1)c1ccc(C(=O)N2CCN(c3cccc(Cl)c3)CC2)cc1	3	-3	0.9	102	1	12	99	1	nt	26	99
NC(=O)Cc1ccc2sc(-c3ccccc3)nc2c1	2	-5	0.2	84	7	8	94	2	14	4	92
CCOc1ccc(N(CC(=O)Nc2cccc(OC)c2)S(=O)(=O)c2c(C)noc2C)cc1	-3	-1	0.1	107	-5	5	104	0	nt	18	107
Cc1ccccc1C(=O)Nn1cnc2ccccc2c1=O	1	-4	0.7	98	-25	5	99	4	-9	12	95
O=C(Nc1cc(C(F)(F)F)ccc1N1CCOCC1)c1ccc(Cl)nc1	-5	-2	0.2	102	-15	9	100	4	nt	11	101
N=c1n(CCN2CCCCC2)c2ccccc2n1CC(=O)c1ccc(Cl)c(Cl)c1	28	nt	nt	105	-31	3	110	nt	1	nt	?
COCc1cc(C)nc(OCC(=O)N/N=C/c2ccccc2)c1C#N	-6	-2	-0.5	99	-9	9	99	18	-5	12	102

High-throughput results (PubChem)
